PI5P4K alpha inh: blocks human PI5P4K alpha kinase activity | P48426 | PI5P4Kalpha enzyme, ADP-Glo luminescence, 60 min; hits give low values | max response, % | 330,000 compounds, 1.2% hits; active means max response of -50% or lower; inconclusive means between -30% and -50%; inactive means -30% or higher; further: value at the top dose of about 77 µM; on the % scale 0 is the no-effect control and ±100 the full control effect
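Enzyme plus substrate dispensed, test compounds pinned in, then ATP (5 microM final) added. After 60 min at RT, ADP-Glo reagent 1 for 45 min and reagent 2 for 30 min preceded luminescence imaging.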
EPAC1 ag: activates human EPAC1 exchange factor; O95398; 360,000 compounds, 0.073% hits; EPAC1 agonist qHTS, biochemical assay; response scale: 100% = response to 6.5 mM cAMP; Potency, µM (top dose mostly 154 µM), for inactives: top-dose activation, hits mostly activators; further: potency means the concentration at half of the fitted maximal effect; nearly all actives have a fitted effect of over 60% in size
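Nucleotide exchange by EPAC1 (100 nM) on Rap1B–BODIPY-GDP (250 nM) in the presence of 50 uM GDP is tracked fluorescently at 480/540 nm over 30 min. Signals are normalized to a 6.5 mM cAMP control.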
PLK1 PBD block: blocks phosphopeptide binding to human PLK1 polo-box domain | Plk1 PBD binding of FITC phosphopeptide, fluorescence polarization | Potency, µM, inactives show max response, negative = inhibition, most hits filed as inhibitors | 360,000 compounds, 2.8% hits | AID 720504; further: potency means the concentration at half of the fitted maximal effect; series mostly up to about 57 µM; on the % scale 0 is the no-effect control and ±100 the full control effect; nearly all actives have a fitted effect of over 65% in size
EPAC2 ag: agonists of human EPAC2 (RAPGEF4) | EPAC2 activation, biochemical qHTS; response scale: 100% = 6.5 mM cAMP response | 360,000 compounds, 0.079% hits | Potency, µM (series often up to 154 µM), for the others: at the highest dose activation, usual class: activators; further: potency means the concentration at half of the fitted maximal effect; nearly all actives have a fitted effect of over 50% in size
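EPAC2 (100 nM) mixed with Rap1B loaded with BODIPY-GDP (250 nM) plus 50 uM unlabeled GDP; compounds pinned in, 5 min RT, then read every 5 min for 30 min (ex 480, em 540 nm). Normalized to cAMP control.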
IL2 activator: IL-2 activation. 360,000 compounds, 0.065% hits. AID 652025. IL-2 activation reporter assay, cell-based qHTS; stimulated with anti-CD3/CD4/CD28 beads; in transgenic mouse T cells. activation, % (series mostly up to about 46 µM); in the data active means activation above about 50%; inconclusive means mostly about 30% to 49%; further: 0% is about no effect
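Unstimulated transgenic mouse T cells preincubated 60 min with compound, then stimulated with anti-CD3/anti-CD4-coated beads plus anti-CD28 for 18 h at 37 degrees C. IL-2 response read as EGFP and DsRed fluorescence by plate cytometry.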
CCT modulator: changes cytosolic chaperonin activity | 360,000 compounds, 0.3% hits | purified chaperonin ATPase assay, HTRF ADP detection, 30 min | activity change, % (concentration not given with the values), hits read low; in the data active means activity change below about -30%; further: on the % scale 0 is the no-effect control and ±100 the full control effect
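We incubate TRiC, 40 or 20 nM final, with library compounds at 76 uM and 10 uM ATP for 30 min at 37 °C. ADP formed is detected with Transcreener HTRF reagents after 30 min at room temperature.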
EPAC1 antag: EPAC1 (human) antagonism; EPAC1 GEF assay, Rap1b-BODIPY-GDP exchange fluorescence; 360,000 compounds, 0.14% hits; O95398; Potency, µM (series often up to 115 µM), inactives show at the highest dose activity change, negative = inhibition, usual class: inhibitors;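 further: potency means the concentration at half of the fitted maximal effect; plate controls were vehicle for no effect and positive control for full effect; nearly all actives have a fitted effect of over 50% in size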
WRN inhibitor: WRN helicase (human) inhibition; WRN helicase unwinding, fluorescent forked duplex, kinetic; Potency, µM (top dose mostly 114 µM), for inactives: at the highest dose activity change, negative = inhibition, most hits filed as inhibitors; 360,000 compounds, 0.46% hits; Q14191; further: potency means the concentration at half of the fitted maximal effect; on the % scale 0 is the no-effect control and ±100 the full control effect; nearly all actives have a fitted effect of over 55% in size
Target sequence (Q14191 whole entry, looked up): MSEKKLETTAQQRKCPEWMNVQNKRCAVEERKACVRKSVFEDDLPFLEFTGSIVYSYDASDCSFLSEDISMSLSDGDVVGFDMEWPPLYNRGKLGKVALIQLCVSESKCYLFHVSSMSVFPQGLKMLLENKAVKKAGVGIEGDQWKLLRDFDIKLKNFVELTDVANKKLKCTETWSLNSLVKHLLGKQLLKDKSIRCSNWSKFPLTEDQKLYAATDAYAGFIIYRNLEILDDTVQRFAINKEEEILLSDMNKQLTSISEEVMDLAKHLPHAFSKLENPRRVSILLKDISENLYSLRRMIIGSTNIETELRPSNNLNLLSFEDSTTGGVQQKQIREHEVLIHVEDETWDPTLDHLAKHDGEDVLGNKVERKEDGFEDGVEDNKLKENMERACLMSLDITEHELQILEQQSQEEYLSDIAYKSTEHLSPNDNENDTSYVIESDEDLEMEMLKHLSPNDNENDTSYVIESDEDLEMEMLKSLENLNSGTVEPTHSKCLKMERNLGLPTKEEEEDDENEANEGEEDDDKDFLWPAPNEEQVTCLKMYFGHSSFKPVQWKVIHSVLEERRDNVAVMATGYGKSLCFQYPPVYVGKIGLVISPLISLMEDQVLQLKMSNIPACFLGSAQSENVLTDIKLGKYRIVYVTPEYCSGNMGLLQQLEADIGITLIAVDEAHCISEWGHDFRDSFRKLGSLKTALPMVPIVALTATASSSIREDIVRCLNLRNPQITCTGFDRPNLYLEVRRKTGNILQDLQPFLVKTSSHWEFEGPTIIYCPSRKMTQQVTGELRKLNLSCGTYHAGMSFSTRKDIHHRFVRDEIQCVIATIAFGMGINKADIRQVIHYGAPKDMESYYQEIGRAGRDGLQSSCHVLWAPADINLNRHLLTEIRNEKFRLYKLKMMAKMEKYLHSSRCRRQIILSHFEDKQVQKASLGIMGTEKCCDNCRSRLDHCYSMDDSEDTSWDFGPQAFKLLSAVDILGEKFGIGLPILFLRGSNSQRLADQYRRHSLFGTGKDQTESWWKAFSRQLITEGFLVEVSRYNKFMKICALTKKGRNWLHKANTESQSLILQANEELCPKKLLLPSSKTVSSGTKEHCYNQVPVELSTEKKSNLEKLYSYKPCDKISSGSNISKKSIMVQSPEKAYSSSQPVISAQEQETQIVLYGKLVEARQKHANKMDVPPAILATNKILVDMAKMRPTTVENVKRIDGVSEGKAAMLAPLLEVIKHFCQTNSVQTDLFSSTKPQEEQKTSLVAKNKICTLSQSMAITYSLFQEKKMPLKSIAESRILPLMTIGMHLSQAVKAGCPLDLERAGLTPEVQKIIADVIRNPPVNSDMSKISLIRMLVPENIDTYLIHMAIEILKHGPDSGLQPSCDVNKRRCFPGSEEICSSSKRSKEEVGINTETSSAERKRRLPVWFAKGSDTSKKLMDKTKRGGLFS
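Primary qHTS, 1536-well format. 20 nM WRN + compound, 15 min RT; start with 100 nM forked fluorophore/quencher duplex, 2 mM ATP (final); kinetic read ex 525/em 598 nm.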
Starred values were filed as active, the others as inactive; ? = inconclusive; nt = no result given; & = joins results of further samples; [ ] = another dose, or the depositor's remark. Unless noted, the call rests on the fitted dose curve; in most records, active means well fitted curve in the direction sought with a large enough effect; inconclusive means small, poorly fitted or top-dose-only effect, or another doubt; inactive means no such curve, though single readings can be large; an effect the other way counts as inactive or inconclusive. Some of the compounds tested; count on the stated rates, not on these rows.

SMILES	PI5P4K alpha inh	EPAC1 ag	PLK1 PBD block	EPAC2 ag	IL2 activator	CCT modulator	EPAC1 antag	WRN inhibitor
COC(=O)c1c(-c2ccccc2)csc1NC(=O)c1ccco1	nt	6%	-8%	0%	0.6	0.5	-3%	-8%
CCC(Sc1nc(N)cc(=O)[nH]1)C(=O)Nc1cc(C)on1 (stereo unspecified)	9	-6%	-5%	24%	-0.8	0.4	9%	-15%
COc1ccc(N2CCN(C(=S)Nc3cccc(OC)c3)CC2)cc1	6	2%	-3%	-2%	-0.1	1.1	-9%	-2%
COCCC(=O)N1CCC(Oc2ccc(C(=O)NCCC3=CCCCC3)cc2)CC1	4	2%	-1%	0%	-1.2	-1.2	16%	-1%
CCOc1ccc(S(=O)(=O)NC(Cc2cnc[nH]2)C(=O)O)cc1 (stereo unspecified)	8	7%	-12%	8%	-1.1	0.1	-5%	-1%
S=C1NCN(Cc2ccccc2)CN1	0	21%	-3%	7%	-0.2	1.0	-4%	2%
O=C(CCc1nnc(C2(c3ccc(Cl)cc3)CCC2)o1)N1CCCC(O)C1 (stereo unspecified)	10	12%	-8%	6%	-2.2	-2.8	3%	-3%[57.1 µM]
Cc1nc(CS(=O)(=O)c2ccccc2)cc(Sc2ccc(Cl)cc2)n1	-1	11%	-3%	15%	0.3	0.8	16%	2%
CCCNC1(C(N)=O)CCN(Cc2ccccc2)CC1	4	-2%	-13%	16%	0.6	0.0	-4%	-6%
CCCc1c(C(=O)N/N=C/c2ccncc2)nnn1-c1nonc1N	3	13%	1%	-2%	0.2	1.9	1%	-8%
O=C(CN1C(=O)/C(=C/c2ccccc2)SC1=S)NC1CCS(=O)(=O)C1 (stereo unspecified)	5	8%	-4%	7%	1.2	-0.1	-3%	-5%
CC(=O)c1ccc(NC(=S)N(C)C2CCN(C)CC2)cc1	-5	-8%	-16%	14%	-3.3	-6.7	-6%	9%
CNCC(O)C(O)C(O)C(O)CO (stereo unspecified)	-8	-3%	-6%	5%	0.2	-1.8	-6%	8%
Cc1ccccc1CSc1nnc(C)c(=O)n1N	-7	-8%	5%	9%	-0.4	-1.0	8%	5%
O=C(O)c1ccccc1-c1ccccc1C(=O)Nc1ccc2c(c1)C(=O)c1ccccc1-2	1	-12%	?	3%	0.4	-4.4	?	?
Cc1ccc(NC(=O)CCCCCC2NC(=O)NC2C)cc1 (stereo unspecified)	nt	10%	-7%	5%	-0.3	-3.4	17%	9%
Cn1c(N)c(C(=O)CSc2nc(C3CC3)n(-c3ccccc3)n2)c(=O)n(C)c1=O	-4	-11%	-4%	4%	1.4	1.7	10%	-2%
CCc1ccc2c(c1)c1nc(C)sc1n2CC(=O)OC	nt	0%	-12%	1%	0.3	0.5	5%	2%
CN1CCN(C(=O)CCN2C(=O)/C(=C/c3ccccc3Cl)SC2=S)CC1	1	0%	-26%	8%	-0.5	1.1	-15%	-17%
FC(F)(F)c1ccc(-c2nnc(-c3cccnc3)o2)cc1	-1	3%	3%	3%	-0.1	1.6	?	-3%
N#C/C(=C\N1CCCCC1)S(=O)(=O)c1ccc(Cl)cc1	-6	13%	-5%	2%	1.1	-3.4	-5%	7%
CC(Sc1ccc(Cl)cc1)C(=O)NNC(=O)c1csc(N2CCOCC2)n1 (stereo unspecified)	-3	-9%	-12%	22%	0.5	-4.0	?	-7%
Cc1cc(NC(=O)CCC(=O)N(CC(=O)NC2CCCC2)Cc2ccco2)no1	0	-1%	4%	2%	-0.9	-0.9	12%	-3%
O=C(CS(=O)(=O)Cc1ccccc1)NCc1ccccc1Cl	3	4%	-12%	3%	-2.1	1.9	-10%	-11%
COc1cc(/C=N/NC(=O)c2csc3c2CCCC3)ccc1OCCN1CCOCC1	4	1%	0%	5%	-3.5	-2.1	14%	10%
Cc1ccc(NC(=O)CNc2cc(S(=O)(=O)N3CCOCC3)ccc2NCC2CCCO2)cc1F (stereo unspecified)	2	-6%	-17%	22%	-0.3	1.7	-17%	-25%
CC(C)(C)OC(=O)N1CCC(C(=O)NCC2CCCO2)CC1 (stereo unspecified)	7	5%	-23%	13%	-0.4	-2.7	?	?
COc1ccc(C(=O)/C=C2\C(=O)Nc3ccc(Br)cc32)cc1	2	-7%	?	1%	-5.3	-2.2	-16%	?
Nc1nc2ncccc2cc1C(=O)NC1CCCCC1	-12	-14%	-3%	3%	-0.6	-5.9	10%	5%
COc1cc(NC(=O)c2cccnc2)ccc1NC(=O)c1ccccc1Cl	-1	-3%	0%	5%	0.5	-1.9	2%	0%

5 compounds out of the list, ordered by SMILES length, lowest first:
SMILES	PI5P4K alpha inh	EPAC1 ag	PLK1 PBD block	EPAC2 ag	IL2 activator	CCT modulator	EPAC1 antag	WRN inhibitor
CCc1ccc2c(c1)c1nc(C)sc1n2CC(=O)OC	nt	0%	-12%	1%	0.3	0.5	5%	2%
N#C/C(=C\N1CCCCC1)S(=O)(=O)c1ccc(Cl)cc1	-6	13%	-5%	2%	1.1	-3.4	-5%	7%
COc1ccc(C(=O)/C=C2\C(=O)Nc3ccc(Br)cc32)cc1	2	-7%	?	1%	-5.3	-2.2	-16%	?
Cn1c(N)c(C(=O)CSc2nc(C3CC3)n(-c3ccccc3)n2)c(=O)n(C)c1=O	-4	-11%	-4%	4%	1.4	1.7	10%	-2%
Cc1ccc(NC(=O)CNc2cc(S(=O)(=O)N3CCOCC3)ccc2NCC2CCCO2)cc1F (stereo unspecified)	2	-6%	-17%	22%	-0.3	1.7	-17%	-25%

Remaining list, next part.
SMILES	PI5P4K alpha inh	EPAC1 ag	PLK1 PBD block	EPAC2 ag	IL2 activator	CCT modulator	EPAC1 antag	WRN inhibitor
O=C1c2ccccc2NC2(CCCC2)N1O	-10	8%	-2%	0%	-0.3	-0.1	9%	-3%
COC(=O)CC(=O)O[C@H]1C=C[C@@H](NC(=O)OC(C)(C)C)C1	3	-4%	-12%	5%	-0.6	-1.7	2%	1%
FC(F)(F)c1cnc2c(-c3ccc(Cl)cc3Cl)noc2c1	2	-1%	-1%	15%	0.3	0.2	-2%	-3%
O[C@H]1CN(Cc2cccs2)[C@@H](c2ccccc2)C[C@@H]1n1cc(C2CC2)nn1	-1	-4%	-20%	13%	-1.6	-2.0	7%	2%
C=CCSc1nc(C)c(Cc2cccc3ccccc23)c(=O)[nH]1	-2	-8%	3%	-3%	-0.5	0.3	9%	-2%
CC(N=c1ccccn1C(=O)Nc1ccc(Cl)cc1)c1ccco1 (stereo unspecified)	nt	6%	-3%	4%	1.5	1.0	4%	-4%
CN(Cc1nc2ccccc2c(=O)[nH]1)C(=O)c1cccc(S(=O)(=O)N2CCCC2)c1	-2	8%	2%	8%	2.8	-0.2	5%	0%
COc1ccc(C(=O)OCn2nnc3ccccc3c2=O)cc1OC	0	3%	-10%	7%	-0.6	-0.4	-18%	-1%
O=C(NNC(=O)C1CC1)Nc1ccc(Cl)cc1	1	3%	-6%	4%	-3.3	1.6	21%	2%
O=S(=O)(Nc1cccc2c1CCCC2)c1cccc(C(F)(F)F)c1	19	3%	-2%	-2%	-2.2	-0.3	-16%	-9%
CCCOC(=O)Nc1sc2c(c1C(N)=O)CCCC2	7	11%	-7%	12%	-3.3	-1.6	4%	-7%
Cn1cc(C(=O)c2ccc(Cl)cc2)cc1-c1nc2ccccc2n1C	7	7%	-9%	-1%	0.0	-1.3	-9%	-45%[57.1 µM]
COCCNC(=O)CN(c1cc(C(F)(F)F)ccc1Cl)S(C)(=O)=O	nt	-8%	-2%	-4%	-3.5	-0.7	-9%	5%
O=[N+]([O-])c1cccc(C(=S)N2CCCC2)c1	5	2%	-45%	14%	0.7	-1.4	-8%	-11%
N#CC1=C(N)Oc2c(oc(CO)cc2=O)C1c1ccsc1 (stereo unspecified)	-2	-3%	-27%	-1%	-0.6	-0.2	2%	-15%
COc1cc(C(=O)OCC(=O)NC2CCCCC2)cc2c1OCCO2	3	-6%	4%	-3%	1.0	-1.3	-17%	6%
Cc1ccc(NC(=O)c2ccc(S(=O)(=O)N3CCCCCC3)cc2)nc1	-5	?	-6%	27%	-0.2	-4.5	2%	0%
CCC12CN(S(=O)(=O)c3ccc(C)cc3)CC(CC)(CN(S(=O)(=O)c3ccc(C)cc3)C1)C2=O	nt	3%	9%&-6%	-11%	-2.1	-0.1	-9%	2%
COc1ccc(NC(=O)C2CCCN(S(=O)(=O)c3cccc4nonc34)C2)c(OC)c1 (stereo unspecified)	-4	-1%	-4%	3%	2.6	-1.4	-3%	1%
Cc1ccc(NC(=O)CN(C)C(=O)COc2cccc3ccc(C)nc23)cc1	-9	5%	-4%	0%	2.1	-2.2	7%	3%
CC1CN(CC(=O)Nc2ccc(Br)cn2)CC(C)O1 (stereo unspecified)	-15	-10%	-18%	2%	-0.8	-5.3	3%	-6%[11.6 µM]
C=CCC1(C#N)C(SC)=NC2=C(C(=O)CC(C)(C)C2)C1c1ccc(Br)cc1 (stereo unspecified)	10	15%	1%	0%	-0.4	2.0	-7%	-4%
O=C(CN(Cc1ccccc1F)S(=O)(=O)c1ccc(Cl)cc1)NCCCO	-10	-10%	-8%	15%	1.5	2.1	?	6%
CCc1ccccc1NC(=O)Nc1cccc(F)c1	-2	4%	1%	3%	0.2	-3.4	-10%	-4%
O=c1[nH]c(=S)[nH]c2sc3c(c12)CCCCCC3	-60*	4%	?	9%	0.3	-2.5	9%	-4%
CC1(C(=O)NCc2ccccc2)CN(S(C)(=O)=O)CC(=O)N1Cc1cccc(F)c1 (stereo unspecified)	-3	-2%	-4%	4%	-0.1	nt	-3%	6%
O=C(NNC(=O)C12CC3CC(CC(C3)C1)C2)c1ccccc1O	-8	5%	0%	-6%	0.6	-1.3	-6%	-4%
C#CCOCCOCCOCCNc1nc(N2CCOCC2)nc(N2CCN(C(=O)CCCCCCCCCCNC(=O)[C@@H](CCSC)n3cc(CCO)nn3)CC2)n1	-3	0%	-15%	1%	0.0	-0.7	-11%	-7%
C[C@H](CO)N1C[C@H](C)[C@@H](CN(C)S(=O)(=O)c2ccc(F)cc2)Oc2ccc(NC(=O)NC3CCCCC3)cc2C1=O	-1	-10%	-6%	-8%	1.0	-2.7	-2%	6%
CCCCn1c(N)c(N(CCOC)C(=O)CCNC(=O)NC23CC4CC(CC(C4)C2)C3)c(=O)[nH]c1=O	4	3%	-8%	2%	0.1	-1.2	-25%	-1%
Cc1ccc(S(=O)(=O)Nc2cnc3ccccc3c2)cc1	-3	-4%	3%	2%	-1.5	-0.9	-20%	6%
CC(CC(=O)N1CCN(S(=O)(=O)c2ccc(Cl)cc2)CC1)n1cncn1 (stereo unspecified)	-8	-8%	4%	-2%	0.7	-3.4	10%	5%
O=c1c2cnn(-c3ccccc3)c2ncn1Cc1ccccc1	8	5%	-5%	12%	-0.1	-0.7	-5%	-2%
